# BAZ2B inh: blocks human BAZ2B. Q9UIF8. AlphaScreen BAZ2B-H3K14Ac peptide displacement. Potency, µM (doses to about 114 µM), without a hit: top-dose activity change, negative = inhibition, most hits filed as inhibitors. 4.4% of 360,000 active; also: potency is read from the fitted curve at half-maximal effect; % is scaled to controls: 0 for no effect and ±100 for the full control effect; nearly all actives have a fitted effect of over 60% in size
#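 AlphaScreen displacement of biotin-H3(5-23)K14Ac peptide (50 nM final) from BAZ2B (50 nM final) in PBS pH 7.4, 0.01% Tween-20; complex preformed 30 min RT, then compounds (top 110 uM) 30 min RT, beads 20 min dark.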
# GLS inh: blocks human kidney-isoform glutaminase activity; 0.21% of 410,000 active; O94925; AID 624170; Potency, µM (doses to about 45.5 µM), without a hit: top-dose activity change, negative = inhibition, most hits filed as inhibitors; GLS enzymatic activity, qHTS titration; also: potency is read from the fitted curve at half-maximal effect; % is scaled to controls: 0 for no effect and ±100 for the full control effect
#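 hKGA in 45 mM KH2PO4 pH 8.2, 0.02% Tween-20 with pin-transferred compounds; 1 mM L-glutamine (stock) plus glutamate oxidase/HRP/Amplex Red coupling added. Fluorescence read initially and after 30 min at RT.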
# Pin1 inh: inhibitors of human Pin1; Q13526; Pin1 FP peptide displacement, HiFluor488, 10 min; Potency, µM (highest dose often 115 µM), for inactives: at the top dose activity, negative = inhibition, hits mostly inhibitors; 0.009% of 390,000 active; active = well fitted inhibition curve with a large enough effect in the polarisation, with a control signal flat, not every such curve was filed as active; inconclusive = small, poorly fitted or top-dose-only effect, or effect the other way, or a change in a side signal; inactive = no such curve, though single readings can be large or run the other way; the % refers to the polarisation; also: potency is read from the fitted curve at half-maximal effect; % is scaled to controls: 0 for no effect and ±100 for the full control effect
# Target sequence (Q13526 whole entry, looked up): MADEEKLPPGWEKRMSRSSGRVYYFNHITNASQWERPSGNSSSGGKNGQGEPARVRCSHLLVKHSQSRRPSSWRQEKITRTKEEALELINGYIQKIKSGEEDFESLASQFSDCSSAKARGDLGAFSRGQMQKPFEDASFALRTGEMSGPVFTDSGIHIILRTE
# PGK inhibitor: inhibitors of T. brucei phosphoglycerate kinase. AID 602233. PGK/GAPDH coupled, Kinase-Glo luminescence, 60 min. Potency, µM (doses to about 57.5 µM), for the others: top-dose activity change, negative = inhibition, hits mostly inhibitors. P07378. 0.043% of 380,000 active; also: potency is read from the fitted curve at half-maximal effect; % is scaled to controls: 0 for no effect and ±100 for the full control effect; nearly all actives have a fitted effect of over 60% in size
# Target sequence (P07378 whole entry, looked up): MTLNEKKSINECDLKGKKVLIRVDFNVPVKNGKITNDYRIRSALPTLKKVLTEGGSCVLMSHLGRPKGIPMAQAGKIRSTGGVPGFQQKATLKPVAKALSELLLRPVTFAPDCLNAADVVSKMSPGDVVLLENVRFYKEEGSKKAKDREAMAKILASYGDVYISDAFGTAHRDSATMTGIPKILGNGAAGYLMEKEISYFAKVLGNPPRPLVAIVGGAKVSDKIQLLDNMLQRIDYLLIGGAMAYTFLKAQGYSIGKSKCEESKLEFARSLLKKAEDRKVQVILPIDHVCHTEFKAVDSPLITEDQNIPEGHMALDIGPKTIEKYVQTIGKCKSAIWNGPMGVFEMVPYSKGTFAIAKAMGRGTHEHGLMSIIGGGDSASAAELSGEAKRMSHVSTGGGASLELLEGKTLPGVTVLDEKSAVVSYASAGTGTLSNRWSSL
#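 Recombinant glycosomal PGK reaction used 1,3-bisphosphoglycerate generated in-well by GAPDH (100nM final) in 100mM TEA pH 7.6, 5mM MgCl2, 0.01% Tween-20. After 60 minutes at room temperature, ATP was read by Kinase-Glo Plus luminescence end-point.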
# PI4K2A inh: PI4K2A (human) kinase inhibition; 0.13% of 420,000 active; activity change, negative = inhibition, % at 76.9 µM; Q9BTU6; AID 1346378; purified PI4K2A, ADP-Glo luminescence, 1 h; hits give low values; in the data active = activity change below about -50%; inconclusive = mostly about -30% to -49%;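 also: -100% = wells without enzyme as full effect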
#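 ADP-Glo luminescence measured ADP generated by PI4K2A enzyme (4 ug/mL before mixing) with 1.2 mM PI substrate (pre-mix) and 300 microM ATP (pre-mix). Tris pH7.5 buffer with MgCl2, Triton X-100; 1 h reaction at ambient temperature.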
# G9a block: inhibitors of human histone lysine methyltransferase G9a | Q96KQ7 | G9a H3K9 monomethylation, AlphaScreen, 2 h | Potency, µM (titrated, usually from 102 µM), inactives show at the top dose activity, negative = inhibition, hits mostly inhibitors | 8.8% of 350,000 active | AID 504332; also: potency is read from the fitted curve at half-maximal effect; % is scaled to controls: 0 for no effect and ±100 for the full control effect; nearly all actives have a fitted effect of over 75% in size
#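 Chemiluminescent proximity detection of H3K9 monomethylation, read after 10 min bead incubation in the dark. Reaction: 20 nM G9a, 500 nM biotin-H3K9 peptide, 20 uM SAM cofactor, 2 h, room temperature, following 15 min enzyme-compound preincubation.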
# POLH inh: DNA polymerase eta (human) inhibition. Q9Y253. recombinant Pol eta, fluorescent DNA replication assay. Potency, µM (titrated, usually from 114 µM), without a hit: at the highest dose activity change, negative = inhibition, hits mostly inhibitors. 1.2% of 390,000 active. AID 588591; also: potency is read from the fitted curve at half-maximal effect; % is scaled to controls: 0 for no effect and ±100 for the full control effect
#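 Fluorescent replication assay: 50 nM final substrate added after a 15 min room-temperature compound preincubation with 10 nM enzyme. Signal taken at 0 min and again at 10 min.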
# JMJD2A Tudor: inhibitors of human JMJD2A Tudor domain. O75164. Potency, µM (doses to about 114 µM), for inactives: at the highest dose activity change, negative = inhibition, most hits filed as inhibitors. 4.4% of 390,000 active. AlphaScreen JMJD2A-Tudor / H3K4me3 peptide binding; also: potency is read from the fitted curve at half-maximal effect; % is scaled to controls: 0 for no effect and ±100 for the full control effect; nearly all actives have a fitted effect of over 50% in size
# HP1b binding inh: blocks HP1-beta chromodomain binding to methylated histone tails. AlphaScreen HP1-beta / biotin-H3K9me3 peptide binding. P83916. Potency, µM (titrated, usually from 114 µM), inactives show top-dose activity change, negative = inhibition, most hits filed as inhibitors. 0.56% of 390,000 active. AID 540317; also: potency is read from the fitted curve at half-maximal effect; nearly all actives have a fitted effect of over 70% in size; inactives centre near 23
# Target sequence (P83916 whole entry, looked up): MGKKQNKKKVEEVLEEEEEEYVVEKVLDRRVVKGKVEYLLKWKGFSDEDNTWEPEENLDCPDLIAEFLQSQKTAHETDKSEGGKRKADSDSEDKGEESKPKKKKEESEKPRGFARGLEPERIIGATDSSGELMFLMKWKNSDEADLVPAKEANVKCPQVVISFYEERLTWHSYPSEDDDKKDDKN
#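 HP1-beta protein (50 nM final) preincubated 30 min at room temperature with biotinylated H3(1-18)K9me3 peptide (50 nM) in PBS pH 7.4, 0.01% Tween-20, then compound added for 30 min. AlphaScreen streptavidin donor/nickel chelate acceptor beads (10 ug/mL final), 30 min dark, luminescence read.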
# The depositor's hits bear a star; i = inactive; ? = inconclusive; · = not tested or not shown; & = joins results of further samples; ! = not active in a repeat; [ ] = remark or other dose. Unless noted, calls follow the shape of the dose curve; as a rule, active = well fitted curve in the direction sought with a large enough effect; inconclusive = small, poorly fitted or top-dose-only effect, or another doubt; inactive = no such curve, though single readings can be large; an effect the other way counts as inactive or inconclusive.
# Sample of the layout (5 entries):
SMILES,BAZ2B inh,GLS inh,Pin1 inh,PGK inhibitor,PI4K2A inh,G9a block,POLH inh,JMJD2A Tudor,HP1b binding inh
O=C(CNC(=O)c1nc[nH]c1C(=O)NCC(=O)OCc1ccccc1)OCc1ccccc1,?,0%,2%,-3%,-4,·,11%,?,30%
CC(=O)c1cc2c(cc1NC(=O)C1CC1)OCO2,18%,-12%,-5%,-11%,-5,2%[59 µM],-19%,17%,78%[activator]
COc1ccc(CNC(=O)c2cccnc2Sc2ccc(Cl)cc2)cc1,-5%,5%,0%,i,3,15%[59 µM],-12%,-11%,48%[activator]
CC1CCCCN1Cc1c(O)ccc2c(=O)c(-c3ccc(Cl)cc3Cl)coc12 (stereo not drawn),-3%,15%,0%,-2%,1,15%,0%,-12%,43%[activator]
Cc1ccc(-c2cc(C(=O)n3cnc4ccccc43)c3ccccc3n2)cc1C,4%,-5%,-10%,-10%,-2,-13%,-11%,-2%,36%

# The list itself, previewed entries included:
SMILES,BAZ2B inh,GLS inh,Pin1 inh,PGK inhibitor,PI4K2A inh,G9a block,POLH inh,JMJD2A Tudor,HP1b binding inh
O=C(CNC(=O)c1nc[nH]c1C(=O)NCC(=O)OCc1ccccc1)OCc1ccccc1,?,0%,2%,-3%,-4,·,11%,?,30%
CC(=O)c1cc2c(cc1NC(=O)C1CC1)OCO2,18%,-12%,-5%,-11%,-5,2%[59 µM],-19%,17%,78%[activator]
COc1ccc(CNC(=O)c2cccnc2Sc2ccc(Cl)cc2)cc1,-5%,5%,0%,i,3,15%[59 µM],-12%,-11%,48%[activator]
CC1CCCCN1Cc1c(O)ccc2c(=O)c(-c3ccc(Cl)cc3Cl)coc12 (stereo not drawn),-3%,15%,0%,-2%,1,15%,0%,-12%,43%[activator]
Cc1ccc(-c2cc(C(=O)n3cnc4ccccc43)c3ccccc3n2)cc1C,4%,-5%,-10%,-10%,-2,-13%,-11%,-2%,36%
N#CC(c1ccc(O)cc1)N1CCN(C(C#N)c2ccc(O)cc2)CC1 (stereo not drawn),·,18%,1%,0%,0,·,-16%,1%,48%[activator]
O=C(O)CC(CP(=O)(c1ccccc1)c1ccccc1)C(=O)O (stereo not drawn),-3%,0%,-10%,-6%,3,14%[59 µM],11%,-25%,6%
O=C(NC1CCCC1)C(c1ccc(F)cc1)N(C(=O)c1csnn1)C1CCCC1 (stereo not drawn),2%,0%,15%,5%,3,8%,-21%,9%,20%
Cc1cccc(N2C(=O)c3cccc4cccc(c34)C2=O)c1,-2%,-11%,-10%,-3%,-4,-3%[0.501 µM],-16%,-27%,57%[activator]
COc1ccc(C(=O)NC(C)(C)C)cc1S(=O)(=O)N1CCCC1,10%,16%,0%,5%,1,26%,-8%,-8%,10%
CCOc1ccccc1C1N(c2ccc(OC)cc2)C(=O)C2CCCN21 (stereo not drawn),11%,-1%,-3%,-7%,-1,-6%,-25%,-10%,46%[activator]
CCN(CC)C(=O)[C@H]1CC(CC(=O)NC/C=C(\C)CCC=C(C)C)C(=O)N2CCc3c([nH]c4ccc(OC)cc34)[C@]12C (stereo partly drawn),·,0%,2%,-3%,1,·,-13%,50µM*,?
CCOc1ccccc1Nc1nc(-c2sc(NC(=O)c3ccco3)nc2C)cs1,-31%,15%,37%[activator],4%,-5,?,4%,-30%,?
O=C(NNC(=O)c1cccc(Br)c1)C(=O)N1CCCCC1,-1%,14%,6%,-4%,3,11%[59 µM],-15%,1%,30%
CSc1ncc(Cl)c(C(=O)Nc2ccc(S(=O)(=O)N3CCOCC3)cc2)n1,-3%,12%,?,0%,-1,3%[12.7 µM],-4%,-22%,-4%
Cc1c(C)n2c(SCC(=O)Nc3ccc4c(c3)OCCO4)nnc2[nH]c1=O,10%,8%,2%,-8%,-4,-24%,-5%,?,11%
COc1ccc(CC(=O)N2CC(=O)Nc3ccc(Br)cc3C2c2ccc(F)cc2)cc1OC (stereo not drawn),-14%,-7%,0%,-4%,-3,3%[59 µM],-3%,-12%,58%[activator]
Cc1ccc(NC(=O)CCN2C(=O)C3C4CCC(C4)C3C2=O)cc1[N+](=O)[O-] (stereo not drawn),9%,7%,0%,1%,2,·,-5%,-5%,23%
Cc1cccc(OCC(=O)NCC(=O)N/N=C/c2ccccc2)c1,?,-8%,-1%,-3%,2,25%,-12%,-17%,-21%
O=C(Nc1nc2c(s1)CCCC2)c1cccnc1,-17%,22%,-10%,-10%,-6,11%[12.7 µM],-1%,-28%,7%
Cn1c(=O)oc2cc(S(=O)(=O)Nc3ccc(Cl)cc3F)ccc21,-6%,0%,-1%,i,2,2%[59 µM],-12%,-16%,40%[activator]
CC(=O)c1ccc(NC(=O)COC(=O)c2nc(Cl)ccc2Cl)cc1,·,2%,8%,1%,4,-30%,-16%,-4%,23%
Cc1ccc(N2C(=O)[C@@H]3[C@H](C2=O)C2CCCN2[C@@H]3C(=O)c2ccccc2)cc1 (stereo partly drawn),?,-13%,?,i,6,-2%[2.33 µM],-16%,56µM*,12%
O=C(CCS(=O)(=O)c1ccccc1)N1CCOCC1,-10%,3%,-7%,i,7,-8%,-9%,7%,38%[activator]
COCCCNC(=S)N1CCN(c2nc(C)nc3sc4c(c23)CCCC4)CC1,-36%,8%,0%,-3%,-2,·,-24%,-22%,11%
COC(=O)c1sccc1NC(=O)NC1CCCCC1,12%,-1%,0%,-10%,0,-31%,-19%,-4%,34%[activator]
N#Cc1ccccc1NC(=O)COC(=O)/C=C/c1cn(-c2ccccc2)nc1-c1ccc(Cl)cc1,-18%,1%,2%,6%,-1,-9%,-3%,0%,16%
Cc1cccc(NC(=O)Nc2cccc(C)n2)n1,23%,-1%,-5%,-5%,-8,11%[59 µM],5%,-3%,34%[activator]
Cc1ccc(CC23CN4CCN(CC(C4)C2O)C3)c(C)c1 (stereo not drawn),3%,-4%,-1%,i,-4,-3%[12.7 µM],-12%,-13%,1%
O=C(C1CN(S(=O)(=O)c2ccccc2)CCN1S(=O)(=O)c1ccccc1)N1CCCCCC1 (stereo not drawn),?,-6%,1%,-5%,-3,-5%[59 µM],-21%,-1%,26%
CC1=C(C(N)=O)C(c2ccccc2)n2nc(-c3ccncc3)nc2N1 (stereo not drawn),15%,24%,-4%,i,-2,-10%[59 µM],6%,-7%,18%
O=C(Cc1c[nH]c2ccccc12)OCC(=O)c1ccccc1,?,19%,2%,10%,-2,-3%,-6%,-27%,-1%
COc1ccc(C2Nc3ccccc3C(=O)N2Cc2ccco2)cc1COc1ccc(NC(C)=O)cc1 (stereo not drawn),-6%,-3%,36%&23%[activator],0%,7,?,-16%,89µM*!,8%
C#CCSc1nc(N)c2c(n1)OC(N)=C(C#N)C2c1cccnc1 (stereo not drawn),-11%,15%,0%,-4%,-3,2%,0%,-10%,29%
COc1ccc(NS(=O)(=O)c2cccs2)cc1S(=O)(=O)N1CCOCC1,-16%,8%,-3%,i,14,14%,-20%,4%,37%[activator]
COc1ccc(S(=O)(=O)N2CCc3cc(OC)c(OC)cc3C2)cc1,?,2%,2%,0%,2,?,-1%,-11%,21%
COc1ccc(S(=O)(=O)NCCc2cn3ccsc3n2)cc1OC,1%,3%,1%,9%,-4,-3%[59 µM],-4%,4%,19%[57 µM]
COc1ccc(C2C(C#N)=C(N)N(c3ccccc3)C3=C2C(=O)CCC3)cc1Cn1cc([N+](=O)[O-])cn1 (stereo not drawn),-23%,32%[activator],11%,-7%,-1,-7%[59 µM],-2%,?,9%
CN(C(=O)COC(=O)c1cc(S(=O)(=O)N2CCCCC2)ccc1N1CCOCC1)C1CCS(=O)(=O)C1 (stereo not drawn),-9%,8%,0%,-1%,-6,·,7%,1%,52%[activator]
COc1cc2oc(=O)c(CC(=O)NCCc3ccccc3F)c(C)c2cc1OC,-13%,0%,3%,-4%,2,4%[59 µM],-7%,-19%,2%
CN1CCN(C=NC2=NN(c3cccc(C(F)(F)F)c3)CC2)CC1,?,23%,0%,-11%,-1,2.8µM*,-8%,?,?
CC1CC(C)CN(C(=O)COC(=O)c2ccc[nH]c2=O)C1 (stereo not drawn),-6%,11%,3%,7%,0,-8%[59 µM],-10%,-21%,16%
Cc1ccc(C)c(-n2c(CNc3ccc(F)cc3)nnc2SCC(N)=O)c1,16%,2%,0%,-5%[11.5 µM],-2,9%[59 µM],-10%,-1%,26%
C[n+]1cn(Cc2cc(Cl)ccc2OC(F)F)c2ccccc21,5%,2%,-1%,4%,0,21%,-18%,-17%,29%
O=Cc1cn(-c2ccc(F)cc2)c2ccccc12,0%,-9%,1%,-7%,5,23%[59 µM],-13%,10%,32%
COc1ccccc1N1CCN(S(=O)(=O)c2c(C)[nH]c(=O)[nH]c2=O)CC1,6%,20%,1%,12%,4,-5%,-4%,2%,43%[activator]
Cc1cc(N)ncc1[N+](=O)[O-],·,2%,1%,-3%,0,·,-16%,-3%,13%[57 µM]
COc1ccc(S(=O)(=O)N2CCCCC2)cc1-n1cnnn1,-2%,0%,-2%,7%,-6,·,2%,2%,22%
COc1ccccc1N1CCN(c2ccc(S(=O)(=O)N3CCN(C)CC3)cn2)CC1,·,30%,-5%,0%,2,·,0%,-21%,1%

# Source: PubChem

# An excerpt. The share of hits here may be higher or lower than overall.
